D1 antag: Antagonist of Human D 1 Dopamine Receptor: qHTS; D(1A) dopamine receptor (Homo sapiens), P21728; HEK293 TREx D1 cells, calcium flux, dopamine EC80; active compounds read low; activity change, negative = inhibition, % at 10 µM; actives 3.2% (n = 360,000); AID 504652, 2011; in the data active means activity change below about -30%; further: on the % scale 0 is the no-effect control and ±100 the full control effect
Target sequence (P21728 whole entry, looked up): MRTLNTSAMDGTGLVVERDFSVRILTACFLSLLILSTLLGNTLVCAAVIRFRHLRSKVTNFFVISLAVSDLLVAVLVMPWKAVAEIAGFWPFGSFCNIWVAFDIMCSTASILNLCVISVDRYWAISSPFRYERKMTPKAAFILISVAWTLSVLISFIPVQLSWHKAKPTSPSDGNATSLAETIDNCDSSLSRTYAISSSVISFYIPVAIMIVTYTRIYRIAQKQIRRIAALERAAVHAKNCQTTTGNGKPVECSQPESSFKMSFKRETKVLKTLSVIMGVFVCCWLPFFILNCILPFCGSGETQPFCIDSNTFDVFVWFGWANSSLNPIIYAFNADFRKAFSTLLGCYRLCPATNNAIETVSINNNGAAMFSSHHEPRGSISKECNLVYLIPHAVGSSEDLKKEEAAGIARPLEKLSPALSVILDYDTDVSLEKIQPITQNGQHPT
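Tetracycline-induced HEK293 T-REx cells with force-coupled D1 receptor were loaded with a no-wash calcium dye. Compound was added after a 10 s baseline and read kinetically for 180 s; EC80 dopamine was then added and calcium flux followed another 180 s.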
D1 agonist: Allosteric Agonists of the Human D1 Dopamine Receptor: qHTS; D(1A) dopamine receptor (Homo sapiens), P21728; HEK293 T-REx D1 cells, calcium flux, agonist mode; activation, % at 2 µM; actives 1% (n = 360,000); AID 504660, 2011; in the data active means activation above about 30%; further: 0% is about no effect
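Inducible HEK293 T-REx D1 cells, force-coupled to calcium signalling, were plated at 4000 cells/well with tetracycline and held overnight at 30 C. After no-wash calcium dye loading, compound-evoked calcium rise over 180 s flagged agonists.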
D1 PAM: Potentiators of Human D1 Dopamine Receptor: qHTS. actives 0.036% (n = 360,000). potentiation, % at 10 µM. AID 504651, 2011. HEK293 TREx D1 cells, calcium flux, dopamine EC20 potentiation; in the data active means potentiation above about 30%; further: 0% is about no effect
D2 PAM: HTS Assay for Positive Allosteric Modulators of the Human D2 Dopamine Receptor: Primary Screen for Potentiators. HEK293 T-REx D2, calcium flux, EC20 dopamine potentiation. potentiation, % at 10 µM. actives 0.34% (n = 340,000). D(2) dopamine receptor (Homo sapiens), P14416. AID 485347, 2010;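 active means potentiation over 3 SD above the plate norm, cut at about 30% in these data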; further: 0% is about no effect
Target sequence (P14416 whole entry, looked up): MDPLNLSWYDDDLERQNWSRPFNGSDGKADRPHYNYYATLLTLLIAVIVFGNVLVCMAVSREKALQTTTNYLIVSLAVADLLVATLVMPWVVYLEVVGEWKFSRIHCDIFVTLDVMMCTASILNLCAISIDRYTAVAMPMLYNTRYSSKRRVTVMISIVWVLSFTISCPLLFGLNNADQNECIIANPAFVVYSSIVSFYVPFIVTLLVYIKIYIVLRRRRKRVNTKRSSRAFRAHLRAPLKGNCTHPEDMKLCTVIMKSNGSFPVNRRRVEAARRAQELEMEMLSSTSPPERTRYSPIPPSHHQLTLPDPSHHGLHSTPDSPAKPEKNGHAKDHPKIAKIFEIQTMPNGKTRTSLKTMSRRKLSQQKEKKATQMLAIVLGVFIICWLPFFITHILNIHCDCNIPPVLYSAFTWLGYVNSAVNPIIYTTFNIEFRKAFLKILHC
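Tetracycline-induced Hek293 Trex D2 cells, force-coupled to calcium, loaded with no-wash calcium dye. Compound added with 180 s kinetic read for agonism, then EC20 dopamine and a further 180 s read for potentiation.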
Vif-APOBEC3F blk: qHTS for Inhibitors of Vif-A3F Interactions: qHTS | HeLa A3F-eYFP + Vif (tagged APOBEC3F with the HIV-1 protein that degrades it), YFP fluorescence increase | Potency, µM (doses to about 46.1 µM), for the others: at the top dose activity, negative = active | actives 0.2% (n = 390,000) | AID 602313, 2012; further: potency means the concentration at half of the fitted maximal effect; % of control where 0% means no effect; nearly all actives have a fitted effect of over 65% in size
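HeLa cells stably expressing A3F-eYFP plus Vif, plated and incubated overnight at 37 deg C, then exposed to compounds overnight at 37 deg C. Blocked degradation read as raised yellow fluorescence (Ex 488/Em 500-530).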
Glioma ERSR ind: qHTS for Inducers of the Endoplasmic Reticulum Stress Response (ERSR) in Human Glioma: qHTS; U87-MG GRP78 promoter luciferase reporter, 16 h; actives 0.02% (n = 420,000); Potency, µM, inactives show at the highest dose activation, hits mostly activators; further: potency means the concentration at half of the fitted maximal effect; series mostly up to about 76 µM; % of control where 0% means no effect; nearly all actives have a fitted effect of over 35% in size
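Stably transfected U87-MG glioma cells carrying a GRP78-based luciferase sensor; 16 h compound incubation. Luminescence end-point read 10 min after Bright-Glo addition at room temperature.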
Vif-A3G inh: qHTS for Inhibitors of Vif-A3G Interactions: qHTS | DNA dC->dU-editing enzyme APOBEC-3G (Homo sapiens), Q9HC16 | HeLa A3G-eYFP + Vif (tagged APOBEC3G with the HIV-1 protein that degrades it), YFP fluorescence, overnight | Potency, µM (titrated, usually from 46.1 µM), without a hit: top-dose activity, negative = active, hits mostly inhibitors | actives 0.076% (n = 410,000) | AID 602310, 2012;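 further: potency means the concentration at half of the fitted maximal effect; on the % scale 0 is the no-effect control and ±100 the full control effect; nearly all actives have a fitted effect of over 60% in size; hits raise eYFP signal because A3G escapes Vif-driven loss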
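HeLa cells stably expressing Vif and C-terminally eYFP-tagged A3G, seeded overnight at 37 deg C, then exposed to compound by pintool overnight at 37 deg C. Rise in yellow fluorescence (Ex 488/Em 500-530, Acumen) marks blocked Vif-driven A3G degradation.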
RXFP1 agonist: qHTS Assay for Agonists of the Relaxin Receptor RXFP1 | actives 0.3% (n = 370,000) | Relaxin receptor 1 (Homo sapiens), Q9HBX9 | AID 2676, 2010 | HEK293T-RXFP1 cAMP TR-FRET, 30 min; response scale: percent of porcine relaxin response, buffer zero | Potency, µM (titrated, usually from 57.5 µM), for inactives: top-dose activation, most hits filed as activators; further: potency means the concentration at half of the fitted maximal effect; on the % scale 0 is the no-effect control and ±100 the full control effect; nearly all actives have a fitted effect of over 60% in size; many of its hits are not listed in these tables
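HEK293T cells stably expressing RXFP1 were pretreated with the PDE4 inhibitor Ro 20174, exposed to compounds for 30 min at 37C, lysed, and cAMP was read by TR-FRET. Data normalized to buffer (basal) and 29 nM porcine relaxin (100%).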
RXFP1 antagonist: qHTS Assay for Antagonists of the Relaxin Receptor RXFP1; actives 0.59% (n = 350,000); activity change, negative = inhibition, % at 57.5 µM; HEK293-RXFP1, relaxin-stimulated cAMP HTRF, 30 min; active compounds read low; Relaxin receptor 1 (Homo sapiens), Q9HBX9;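 active means activity change of -60% or lower, but not beyond a set lower limit; inconclusive means change between -60% and -40%, or beyond the set limit; inactive means change above -40%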; further: on the % scale 0 is the no-effect control and ±100 the full control effect
Numbers without * were called inactive; i = inactive; ? = inconclusive; · = no result given. Unless noted, the call rests on the fitted dose curve; in most records, active means well fitted curve in the direction sought with a large enough effect; inconclusive means small, poorly fitted or top-dose-only effect, or another doubt; inactive means no such curve, though single readings can be large; an effect the other way counts as inactive or inconclusive. These rows are one share of the data; rates above refer to the full screens.

SMILES	D1 antag	D1 agonist	D1 PAM	D2 PAM	Vif-APOBEC3F blk	Glioma ERSR ind	Vif-A3G inh	RXFP1 agonist	RXFP1 antagonist
COc1ccc(-c2cc(=Nc3ccccc3)c3cc(C)ccc3o2)cc1	1.3	2.0	12.2	21.3	0.0%	-5.6%	1.6%	-2.3%	-7.6
O=C(N/N=C/c1c(O)n(CCc2ccccc2)c(=O)[nH]c1=O)c1ccccc1O	-29.3	1.5	3.8	-0.8	?	1.0%	-10.3%	0.5%	-0.4
COc1ccc(C2SCC(=O)Nc3c2c(=O)[nH]n3C2CCCCCC2)cc1OC (centres undefined)	13.7	1.7	-4.5	18.7	1.5%	-2.3%	0.9%	-0.7%	-12.5
Cc1c(Cl)cccc1NC(=O)c1oc2ccc(S(=O)(=O)N3CCC4(CC3)OCCO4)cc2c1C	-5.8	4.5	2.1	-1.2	7.9%	-3.3%	?	4.5%	-13.3
C=CCn1c(C)c(C=C2C(=O)NC(=O)NC2=O)c2ccccc21	-20.2	-2.9	0.9	1.1	-16.7%	-2.1%	2.6%	-0.7%	3.5
CC(CC(C#N)(c1ccccc1)c1ccccc1)N1CCCCC1 (centres undefined)	·	·	·	·	-4.9%	4.1%	1.1%	·	-10.1
C=C1N2CCC(CC2)C1(O)c1ccc(C)cc1 (centres undefined)	-7.7	1.8	-3.8	-9.2	0.0%	-0.9%	-3.4%	3.0%	-2.9
CCN1CCN(c2ccc([N+](=O)[O-])cc2C(=O)OC)CC1	-4.8	2.4	-2.4	-10.4	4.1%	-1.6%	0.6%	0.4%	5.8
O=S1(=O)CC2(N3CCOCC3)CCCCC21 (centres undefined)	6.0	2.4	-5.6	-14.6	2.9%	-3.7%	-0.6%	-0.2%	-22.2
CC1(C)CSC(=NCc2ccccc2)N1	-37.5*	152.0*	35.9*	-17.2	-6.3%	14.3%	1.0%	0.4%	-6.7
COc1ccc(CCn2c(O)c(C=NCCCN(C)C)c(=O)[nH]c2=O)cc1OC	-7.4	1.8	-4.2	·	4.8%	-5.3%	0.9%	2.0%	4.4
COc1cc(CN=C(C)c2c(O)n(C3CCCCC3)c(=O)[nH]c2=O)cc(OC)c1	8.5	2.9	4.6	·	4.1%	-5.0%	-2.0%	2.6%	-18.6
CC1CCN(C(CC(=O)c2ccccc2)C(=O)c2ccccc2)CC1 (centres undefined)	·	·	·	·	-12.9%	-10.8%	-16.4%	·	?
Cc1cccc(-n2c(/C=C/c3ccccc3O)nc3ccccc3c2=O)c1	-6.6	8.1	-2.1	2.0	-11.8%	-3.7%	6.5%	1.0%	-9.0
Cc1ccc(/C=C2/C(=O)NC(=O)N(CC3CCCO3)C2=O)s1 (centres undefined)	-6.1	2.4	2.1	11.9	-20.3%	0.8%	-3.1%	1.4%	-30.2
CCCCn1c(=O)c(C(=O)Nc2ccccn2)c(O)c2ccccc21	17.6	5.4	-0.4	6.4	2.6%	-0.4%	-5.4%	1.1%	-3.1
CN1C(=O)C(=Cc2c(OCc3cnc(Cl)s3)ccc3ccccc23)C(=O)N(C)C1=O	-5.1	4.0	-3.0	-7.5	-3.0%	10.6%	-6.1%	3.2%	-6.1
O=C1CN=C(c2ccccc2Cl)c2cc(Cl)ccc2N1Cc1cccc(Cl)c1	-23.8	7.1	-4.9	12.4	-8.8%	-4.7%	2.2%	0.9%	-6.3
CC(C)(C)c1cc(OC(=O)Cc2ccccc2)ccc1O	-9.3	3.4	1.3	2.2	-24.2%	-2.1%	1.4%	-0.6%	0.5
COc1cc2c(c(OC)c1)C(=O)OC(C)CCCC(=O)CCCCC2 (centres undefined)	11.8	1.7	3.6	-5.3	17.8%	-5.7%	0.0%	0.6%	-1.6
CNC(=O)O/N=C(\N)Cc1csc2ccccc12	-21.2	1.3	-9.2	2.0	?	-0.8%	-7.5%	-1.4%	-10.9
CNCCc1nc(N)n[nH]1	-1.2	1.5	-5.6	-6.3	3.1%	-1.0%	0.1%	1.5%	4.2
O=C(C(=C1N(Cc2ccc(Cl)nc2)CCN1Cc1ccc(Cl)nc1)[N+](=O)[O-])C(Cl)Cl	3.3	4.8	-2.5	4.1	0.1%	-2.6%	-6.4%	10.9%	7.6
O=C(C1CC(=O)N(C2CCCC2)C1)N1CCC2(CC1)OCCO2 (centres undefined)	-23.7	1.4	-15.3	9.5	4.4%	0.3%	-3.8%	4.1%	-3.9
CC1(C)N2CC3([N+](=O)[O-])CN1CC([N+](=O)[O-])(C2)C3	-14.9	0.8	-4.5	3.8	0.0%	-4.0%	-5.0%	-0.1%	3.2
Cc1cc(OC(C)C(=O)NCC(O)c2ccccc2)c2c3c(c(=O)oc2c1)CCCC3 (centres undefined)	-14.3	2.1	-2.9	10.9	5.4%	-3.7%	-4.0%	3.5%	3.0
CN(C(=O)CNC(=O)OCc1ccccc1)c1ccc(Br)cc1C(=O)c1ccccc1Cl	2.1	4.1	7.0	12.1	-0.7%	-3.7%	?	4.9%	-8.1
CCN(CC)S(=O)(=O)c1ccc(NN=C(C#N)C#N)cc1	-8.4	36.5*	-4.5	3.7	-8.3%	8.4%	0.7%	0.2%	-18.3
Fc1cccc(F)c1CN1CCN(c2ccc(Cl)cc2)CC1	-2.1	0.5	-3.7	1.8	-2.5%	-2.6%	-0.3%	-2.5%	-18.3
COC(=O)C(O)(c1c(C)[nH]n(-c2ccccc2)c1=O)C(F)(F)F (centres undefined)	-10.3	5.1	-0.5	3.9	-2.1%	10.9%	-4.6%	-0.4%	-8.6
CC(C)(C)NC(=S)/N=C(\N)N[N+](=O)[O-]	-18.8	5.8	-4.5	0.4	1.8%	1.7%	-6.6%	1.7%	0.0
CCOc1cc2c(cc1OCC)-n1cccc1C(c1ccc(F)cc1)NC2 (centres undefined)	1.4	24.3	-10.8	-4.9	-13.1%	-2.4%	3.1%	0.0%	-16.0
c1ccc(C(OCCN2CCN(c3ncccn3)CC2)c2ccccc2)cc1	·	·	·	·	-4.8%	-6.6%	2.3%	·	?
COC(=O)C1=C(c2ccc(F)cc2OCc2ccccc2)C[C@@H]2CC[C@H]1N2C(=O)NCCCOC(C)C	·	-3.0	1.6	8.1	6.1%	-4.3%	-7.8%	-0.3%	·
[O-]c1ccccc1-[n+]1c(-c2ccccc2)cc(-c2ccccc2)cc1-c1ccccc1	-5.7	-0.4	-0.7	-4.5	-2.0%	-2.3%	3.7%	0.9%	·
CCN(CC)c1ccc(/C=C2\C(=O)NC(=S)N(C)C2=O)o1	0.0	64.7*	-4.5	3.8	i	3.6%	?	0.9%	-21.4
CC(=O)O[C@@H]1CC[C@]2(C)C3CC[C@@]4(C)C(C[C@@H](O)[C@@H]4O)C3[C@@H](OC(C)=O)C[C@H]2C1 (some centres undefined)	·	·	·	·	-1.1%	-6.4%	-10.3%	·	-16.7
COc1ccc(OC)c(NP(=O)(Oc2ccc(Cl)cc2)Oc2ccc(Cl)cc2)c1	-4.6	8.3	-2.4	1.1	-10.7%	-2.8%	1.0%	7.0%	-5.2
COC(=O)C1=C(c2ccc3ccccc3c2)C[C@@H]2CC[C@H]1N2C(=O)N1CCC(C)CC1	-1.1	2.1	-3.8	-8.2	3.4%	-6.0%	-0.4%	-0.5%	·
COC(=O)C1=C(c2cccc(OCc3ccccc3)c2)C[C@@H]2CC[C@H]1N2C(=O)NCc1ccc(Br)cc1	-2.7	6.1	0.5	4.8	4.3%	-3.2%	-3.8%	0.4%	·
O=C(/C=C/c1ccccc1)N1Cc2ccccc2-n2nncc2C1	·	·	·	·	1.5%	-4.8%	-10.1%	·	-0.8
C[N+]12CCC(CC1)C(C(O)(c1cccc(Cl)c1)c1cccc(Cl)c1)C2 (centres undefined)	1.9	2.1	0.8	-3.0	-3.9%	-3.1%	-1.3%	-2.1%	2.5
Cc1nc2ccccc2c(=O)n1-c1ccc(F)cc1	-7.6	2.1	-4.7	1.3	-0.3%	-2.5%	-3.7%	-0.4%	7.3
CCOP(=O)(Cc1cc(C(C)=O)c(C)o1)OCC	-1.1	1.7	-3.0	17.5	2.9%	-5.2%	2.4%	4.9%	11.7
O=C1NC(=O)N(c2ccccc2)C(=O)/C1=C\C=C\c1ccccc1	-9.9	3.3	-1.5	-3.8	0.5%	11.8%	?	0.8%	-32.7
COc1ccc(SCC2CN(C)CCC2c2ccc(F)cc2)cc1 (centres undefined)	·	·	·	·	-19.3%	-4.3%	-17.5%	·	-0.4
CC(C)CNC(=O)c1c(N)n(Cc2ccco2)c2nc3ccccc3nc12	14.3	5.1	4.2	11.2	-2.4%	-1.0%	-15.6%	1.5%	3.8
CC(C)(C)P(=O)(NCc1ccccc1)c1ccccc1 (centres undefined)	9.7	6.0	-0.6	1.9	-1.9%	-3.5%	0.3%	0.4%	-9.0

High-throughput results (PubChem)
